Screening results deposited in PubChem by Sanford-Burnham Center for Chemical Genomics.
APJ agonist: agonists of human APJ apelin receptor | P35414 | CHO-K1 APJ PathHunter beta-arrestin, luminescence; 0% DMSO wells, 100% apelin | activation, % at 20 µM | 330,000 tested, 0.11% active | AID 2520;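 active means activation more than six SD over the plate average, tested at 20 µM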;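 further: 0% = DMSO alone and 100% = apelin-13 at 10 nM; some results filed as inactive read as strong as hits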
Target sequence (P35414 whole entry, looked up): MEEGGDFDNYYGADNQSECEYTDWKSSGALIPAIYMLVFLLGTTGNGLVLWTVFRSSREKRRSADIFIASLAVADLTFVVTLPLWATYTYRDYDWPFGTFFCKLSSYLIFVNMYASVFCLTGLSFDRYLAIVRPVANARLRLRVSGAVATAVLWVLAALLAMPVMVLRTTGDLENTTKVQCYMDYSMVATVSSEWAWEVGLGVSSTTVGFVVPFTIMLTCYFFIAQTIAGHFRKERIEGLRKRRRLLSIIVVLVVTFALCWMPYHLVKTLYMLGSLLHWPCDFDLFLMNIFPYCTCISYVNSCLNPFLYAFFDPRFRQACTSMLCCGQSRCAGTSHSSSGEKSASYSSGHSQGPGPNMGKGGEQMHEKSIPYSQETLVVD
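Assay system – PathHunter CHO-K1 APJ (AGTRL-1) beta-arrestin reporter cells · Compound – one dose, 20 µM compound, 1% DMSO · Timing – compound 90 min 25 °C, reagent 1 h · Measured by – luminescence from split beta-galactosidase complementation, Galacton Star/Emerald II substrate · Measure – beta-arrestin recruitment to APJ as agonist activity, luminescent signal · Benchmarks – DMSO vs Apelin-13 10 nM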
EBI2 antag: antagonists of human EBI2 receptor | P32249 | EBI2 beta-arrestin recruitment, luminescence, 7a,25-OHC stimulated | inhibition, % at 5 µM | 360,000 tested, 0.81% active; in the data active means inhibition above about 38%;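 further: enzyme fragment complementation signal reports receptor beta-arrestin coupling in cells; 0% = agonist plus DMSO wells and 100% = wells without agonist; some results beyond the cut were filed as inactive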
tim23-1 inh: tim23-1 yeast growth inhibition. S. cerevisiae tim23-1 growth, BacTiter-Glo luminescence, 24 h. inhibition, % at 20 µM. 330,000 tested, 1.3% active;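 active means growth inhibition of the mutant yeast at or above 50%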;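 further: temperature-sensitive mutant grown at 25 °C; plate controls were DMSO-treated mutant yeast for no effect and medium wells lacking yeast for full effect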
CCR6 antag: CCR6 (human) receptor antagonism. CHO-K1 CCR6 PathHunter beta-arrestin, luminescence, CCL20-stimulated. 340,000 tested, 0.49% active. P51684. inhibition, % at 20 µM;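 active means compounds whose inhibition of the agonist-driven luminescence signal at 20 µM reaches about 50%, limit read from the data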;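 further: cells stimulated with CCL20 at 14 nM final; plate controls were DMSO with CCL20 for no effect and DMSO without agonist for full effect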
Target sequence (P51684 whole entry, looked up): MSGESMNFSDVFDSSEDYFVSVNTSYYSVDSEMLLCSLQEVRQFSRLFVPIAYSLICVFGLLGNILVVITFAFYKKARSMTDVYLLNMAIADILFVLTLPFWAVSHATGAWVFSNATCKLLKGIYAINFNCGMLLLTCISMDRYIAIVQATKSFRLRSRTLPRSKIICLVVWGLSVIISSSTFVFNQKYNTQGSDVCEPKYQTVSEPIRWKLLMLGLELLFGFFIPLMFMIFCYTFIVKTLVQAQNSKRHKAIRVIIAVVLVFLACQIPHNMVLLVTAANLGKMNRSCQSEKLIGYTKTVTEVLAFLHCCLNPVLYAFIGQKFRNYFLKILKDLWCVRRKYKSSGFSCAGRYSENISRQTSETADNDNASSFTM
APJ antagonist: antagonists of human APJ apelin receptor. P35414. CHO-K1 APJ beta-arrestin complementation, luminescence. inhibition, % at 20 µM. 330,000 tested, 0.32% active;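 active means inhibition above about 40% at 20 µM, limit read from the data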;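 further: cells challenged with 10 nM apelin-13 agonist together with compound; plate controls were apelin-13 plus DMSO wells for no effect and DMSO wells lacking apelin-13 for full effect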
CXCR6 inh: CXCR6 (human) receptor inhibition | O00574 | CHO-K1 PathHunter CXCR6 beta-arrestin, luminescence | inhibition, % at 20 µM | 360,000 tested, 0.36% active; in the data active means inhibition above about 34%, passing the limit was not always enough;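 further: antagonist mode with CXCL16 agonist at 10 nM final; 0% = 10 nM CXCL16 with DMSO and 100% = unstimulated wells without agonist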
Target sequence (O00574 whole entry, looked up): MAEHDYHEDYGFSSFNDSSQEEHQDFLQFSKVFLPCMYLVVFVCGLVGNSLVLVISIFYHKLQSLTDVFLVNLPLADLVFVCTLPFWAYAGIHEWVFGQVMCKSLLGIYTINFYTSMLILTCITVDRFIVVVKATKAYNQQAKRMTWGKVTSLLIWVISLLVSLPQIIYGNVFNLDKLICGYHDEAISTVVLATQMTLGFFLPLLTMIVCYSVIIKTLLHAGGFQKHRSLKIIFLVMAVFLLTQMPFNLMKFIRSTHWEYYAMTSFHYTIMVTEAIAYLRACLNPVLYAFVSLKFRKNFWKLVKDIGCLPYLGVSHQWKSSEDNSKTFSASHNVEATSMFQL
XBP1 UPR activ: activators of adaptive arm of unfolded protein response (XBP1); activation, % at 20 µM; CHO-XBP1 luciferase reporter, IRE1-XBP1 UPR activation, luminescence; percent of tunicamycin response, DMSO as zero; 330,000 tested, 0.33% active; AID 463104;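 active means versus positive control, 20 µM dose yields 30% or more activation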;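 further: 100% = tunicamycin at 10 µg/mL and 0% = DMSO only wells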
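assay system = CHO-XBP1 luciferase reporter cells | amount = 1000 cells/well | buffer or medium = F12 plus 10% FBS | compound dosing = single point, 20 µM final compound, 1% DMSO | incubation = 16-18 h cell attachment at 37 °C, then 6 h compound exposure | detection = Steady-Glo luminescence read | controls = tunicamycin 10 µg/mL and vehicle-only wells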
Mdm2 MdmX PPI: human Mdm2/MdmX binding inhibition; O15151+Q00987; SaOS-2 split-luciferase Mdm2/MdmX complementation, luminescence; inhibition, % at 8 µM; 330,000 tested, 3% active; AID 485346;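 active means inhibition of at least 50% at 8 µM in the primary screen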
UPR CHOP act: apoptotic UPR (CHOP) activation. AID 449763. CHO-CHOP luciferase reporter, luminescence; percent of tunicamycin response over DMSO baseline. 330,000 tested, 0.34% active. activation, % at 10 µM;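 active means at 10 µM dose, activation of 40% or more, normalized to positive control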;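 further: 100% = tunicamycin at 10 µg/mL and 0% = DMSO alone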
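assay system = CHO CHOP reporter cells | amount = 500 CHO-CHOP cells per well | buffer or medium = F12 with 10% FBS | incubation = 16-18 h cell attachment, then 6 h compound exposure, 37 °C | detection = luminescence read with Steady-Glo | read-out = percent activation relative to tunicamycin control | controls = tunicamycin high control, DMSO low control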
* hit, by the source's call; x = no result given.

SMILES	APJ agonist	EBI2 antag	tim23-1 inh	CCR6 antag	APJ antagonist	CXCR6 inh	XBP1 UPR activ	Mdm2 MdmX PPI	UPR CHOP act
O=C1CC(N2CCN(c3ccc(F)cc3)CC2)C(=O)N1Cc1cccs1 (stereo unspecified)	-4.6	-10.6	13.9	-3.0	1.0	0.4	-0.8	5.8	-4.0
CC1CN(CCC(=O)Nc2ccc3c(c2)CCC3)CC(C)O1 (stereo unspecified)	-3.3	-6.9	7.1	-9.6	16.8	6.2	-0.1	0.6	0.9
Brc1cc2c(cc1/C=N/Nc1nc(N3CCOCC3)nc(N3CCOCC3)n1)OCO2	-2.0	-12.4	26.6	9.4	-17.4	2.4	0.1	1.7	1.0
Cn1cc(/C=C(\C#N)C(=O)Nc2cccc([N+](=O)[O-])c2)c2ccccc21	1.9	-12.6	-19.6	10.5	16.1	4.6	78.7*	65.6*	25.6
CS(=O)(=O)c1ccc(Cl)c(NC(=O)CSc2n[nH]c(-c3cccs3)n2)c1	0.3	-17.1	5.4	-3.9	4.0	-2.8	-2.1	14.5	2.6
CCc1ccc(CNC(=O)CCS(=O)(=O)Cc2ccccc2F)cc1	-2.4	6.3	-0.3	-1.4	16.2	-4.1	-2.4	0.5	1.9
O=C1NCCC/C1=N\Nc1ccc(Br)cc1	-3.7	8.8	15.2	11.1	14.7	-4.9	1.9	-6.7	1.6
COc1cccc(OC)c1C(=O)NNC(=O)c1ccc(F)cc1	-0.6	5.7	12.8	2.4	4.6	-6.7	-1.6	20.1	0.6
COc1ccc(/C=C/C(=O)NC(=S)NNC(=O)Cc2cccs2)cc1	-5.4	7.5	-38.2	34.4	19.1	8.9	7.0	13.6	4.5
Cc1ccc(-c2nc(C)c(C(=O)O)s2)cc1	-1.1	6.7	15.2	-1.1	4.8	-8.3	-5.8	-63.7	-0.9
c1ccc(C[n+]2csc3ccccc32)cc1	-2.7	12.8	16.5	10.0	-9.7	-14.6	1.4	-28.5	3.9
CCCCCCSc1ccc([C@@H]2[C@H]3C(=O)N(C)C(=O)[C@H]3[C@]3(C(=O)OC)CCCCN23)cc1OC	1.3	1.2	17.3	11.2	-0.3	10.0	-1.5	34.2	2.3
CCN1C(=O)NC(c2cc(Br)ccc2OC)C(C(=O)OC)=C1C (stereo unspecified)	-1.6	7.6	23.4	0.0	-16.8	-5.7	-3.6	7.4	0.3
O=C(/C=C/c1cccs1)Nc1ccc(S(=O)(=O)Nc2ncccn2)cc1	-0.4	-3.3	5.4	4.6	21.7	-3.7	-1.5	-2.1	-0.6
COc1cccc(C(=O)Nc2cccc(NC(C)=O)c2)c1	-4.2	-7.1	-5.8	1.3	-18.9	-7.0	-2.5	6.7	2.3
O=C(O)c1ccc(NC(=O)C2(c3ccccc3)CCOCC2)cc1	2.4	-1.0	-2.7	2.1	13.7	-3.2	-2.3	11.5	-0.9
COC1=C/C(=C/c2c(N)n3nc(CC(=O)N4CCOCC4)sc3nc2=O)C=CC1=O	-0.3	-0.9	-7.7	13.9	29.1	6.0	-2.6	-8.7	-0.8
CC(C)(C)NCC(O)COc1cccc2[nH]c(=O)[nH]c12 (stereo unspecified)	-1.7	2.1	6.5	17.1	19.5	-4.3	-1.5	9.5	2.0
Cn1c(-c2cccc([N+](=O)[O-])c2)[n+](C)c2ccccc21	-1.9	-6.3	-6.2	-6.2	-8.9	8.0	2.5	10.0	-1.0
O=C(O)c1cccc(N2CCCC2=O)c1	2.6	-14.1	14.5	-21.1	20.9	8.9	-2.1	9.2	1.5
COc1cc2ncnc(NCCCN3CCOCC3)c2cc1OC	-5.1	-11.0	-117.2	0.7	-2.9	-4.2	1.2	9.3	-1.3
Cn1c(=O)c2nc(-c3ccccc3)oc2c2ccccc21	-9.5	1.6	48.8	-12.1	12.2	12.1	7.2	-3.0	2.3
CCOc1ccc(C(=O)NC(=S)Nc2ccccc2N2CCC(C)CC2)cc1[N+](=O)[O-]	-5.1	30.6	9.7	42.8	36.4	23.9	-2.4	40.0	0.1
COc1ccccc1NC(=O)Cc1cccc2ccccc12	-0.9	-11.9	28.6	-5.1	-15.2	4.5	-0.6	22.5	0.3
O=C(O)c1ccc(C(=O)c2ccc3c(c2)C(=O)N(CC2CCCO2)C3=O)cc1 (stereo unspecified)	-2.9	-2.4	2.5	0.4	-8.6	4.5	-2.2	-8.9	-1.6
COc1ccc(OC)c(Cc2nnc(CCC(=O)N3CCCCC3c3nccs3)o2)c1 (stereo unspecified)	-4.6	11.5	5.2	5.6	17.7	1.4	6.1	-55.4	5.8
O=C(OCC(=O)N1CCCc2ccccc21)c1cc(S(=O)(=O)N2CCOCC2)ccc1F	-3.5	-1.5	24.4	-22.0	17.5	-8.0	-3.8	12.5	8.5
CCOC(=O)CC(NC(=O)Cn1nnc(-c2ccccc2C)n1)c1ccc(OC)cc1 (stereo unspecified)	-1.6	x	13.3	x	13.1	x	-2.5	3.7	-3.9
CNC(=O)COc1ccc(S(=O)(=O)Nc2ccccc2)cc1	-0.6	-7.2	8.8	4.4	-14.3	-5.5	-0.8	32.1	1.2
C/C(=N/NS(=O)(=O)c1ccc(Cl)cc1)c1cccc(NC(=O)c2ccncc2)c1	-2.5	-0.1	10.1	-8.7	12.8	3.2	-5.0	15.9	3.3
COC(=O)CSc1nnc(CNC(=O)c2ccc(S(=O)(=O)N3CCOCC3)cc2)n1C	-2.4	-14.1	5.8	3.1	-0.5	9.9	0.9	6.1	0.0
COc1ccc(NC2=NC(=S)N(c3ccccc3C)C23CCCCC3)cc1	-6.8	-0.1	24.8	14.8	14.2	13.2	-0.1	10.3	-0.4
COc1ccc(NS(=O)(=O)c2cccc(C(=O)NNC(=O)CNC(=O)c3ccco3)c2)cc1	5.1	-5.9	9.3	-3.0	-1.1	-0.4	-4.8	22.7	0.0
Cc1ccc(NC(=O)CNc2cccc(C)c2C)c(C)c1	-1.9	-0.7	17.6	10.3	10.5	-5.0	0.0	21.1	-0.8
CCOc1cc(S(=O)(=O)NCc2ccc3c(c2)OCO3)ccc1F	-4.1	0.9	20.0	-9.9	16.7	1.6	-3.6	4.9	-2.9
C[C@H](CO)N1C[C@H](C)[C@@H](CN(C)C(=O)Nc2ccc(C(F)(F)F)cc2)Oc2c(NC(=O)Nc3ccccc3)cccc2C1=O	-1.6	11.0	12.9	-3.9	-1.8	1.3	-0.6	34.4	1.2
O=C(/C=C/c1ccc(OC2CSC2)cc1)c1ccccc1	-0.5	-3.9	26.4	17.0	5.4	-3.6	3.5	-97.1	6.3
CCc1ccc(NC(=O)C(=O)N/N=C(\C)CC(=O)Nc2ccccn2)cc1	-2.2	-14.7	-4.7	4.2	-27.2	-1.0	0.6	-13.1	4.4
CC(C)NC(=O)c1ccc(-n2nc(C(F)(F)F)c3c2CCCC3)cc1	-0.4	-9.0	-2.5	-0.3	3.4	-4.2	-1.0	9.4	-1.2
NC(=O)c1ccsc1NC(=O)COC(=O)CNC(=O)c1cccc([N+](=O)[O-])c1	-3.5	-8.5	2.5	5.8	-46.9	-10.5	-2.9	30.6	-1.4

Random excerpt: two records from the list.
SMILES	APJ agonist	EBI2 antag	tim23-1 inh	CCR6 antag	APJ antagonist	CXCR6 inh	XBP1 UPR activ	Mdm2 MdmX PPI	UPR CHOP act
CCOc1cc(S(=O)(=O)NCc2ccc3c(c2)OCO3)ccc1F	-4.1	0.9	20.0	-9.9	16.7	1.6	-3.6	4.9	-2.9
COc1ccccc1NC(=O)Cc1cccc2ccccc12	-0.9	-11.9	28.6	-5.1	-15.2	4.5	-0.6	22.5	0.3

New compounds follow.
SMILES	APJ agonist	EBI2 antag	tim23-1 inh	CCR6 antag	APJ antagonist	CXCR6 inh	XBP1 UPR activ	Mdm2 MdmX PPI	UPR CHOP act
CC(Oc1ccc(Br)cc1)C(=O)N1CCC(C(N)=O)CC1 (stereo unspecified)	0.6	-12.0	6.9	5.3	-6.7	0.9	-6.0	11.0	-1.5
Cc1ccc(C2CN(C)C3(C(=O)Nc4ccccc43)C23COc2ccccc2C3=O)cc1 (stereo unspecified)	-0.7	10.3	53.2*	5.4	-9.2	3.1	1.2	-1.7	-2.5
CCOc1ccc(S(=O)(=O)Nc2cc(OC)ccc2OC)cc1	-0.6	-14.4	14.4	6.7	2.5	-6.1	9.3	48.3	-1.6
CC1(COS(N)(=O)=O)CCCCC1	6.1	-18.5	11.2	-2.8	13.3	7.7	-0.9	-10.7	-2.4
O=C(O)c1cc(-c2ccc(O)cc2)on1	2.6	1.4	5.2	6.9	-19.1	12.9	-0.7	21.8	-1.2
CCOC(=O)CSc1nnc(-c2ccc(OC)cc2)n1CC	-3.7	-1.2	4.7	0.7	-15.1	4.1	-2.8	17.5	0.8
Cc1cccc(/C=C/c2onc(C)c2S(=O)(=O)N2CCC(C(=O)N3CCCCC3)CC2)c1	-0.8	9.3	2.0	10.7	8.8	-2.0	-0.2	45.1	-0.6
O=C(NCCC1CCCCN1S(=O)(=O)c1ccccc1)C(=O)NCc1ccccc1 (stereo unspecified)	-1.9	13.5	13.5	16.1	7.9	-1.1	-2.4	26.9	0.7
Cc1ccc(N(C)C(=O)N2CCN(c3ccccn3)CC2)cc1	-0.4	-9.9	23.4	12.7	-3.3	1.6	-1.1	22.5	0.0
COc1ccc(C)cc1NC(=O)c1cc(S(=O)(=O)N2CCC3(CC2)OCCO3)ccc1F	2.3	11.8	44.6	-3.2	4.1	1.6	1.3	14.3	5.2
CNC(=O)c1[nH]cnc1C(=O)Nc1cccc(Cl)c1	-3.0	-21.3	7.7	-3.9	9.7	-2.5	7.3	24.1	6.9
CC(C)COC(=O)N1CCCC1C(=O)O (stereo unspecified)	2.6	-1.7	8.6	10.6	0.1	0.8	-5.5	-17.5	1.1
C=CCc1c(C)nc(SCCC)[nH]c1=O	5.1	-16.9	-5.8	-2.8	-19.7	-9.8	-3.2	8.7	-0.9
COCC(=O)N(C)C[C@H]1N[C@@](Cc2ccccc2)(C(=O)OC)[C@H]2C(=O)N(Cc3ccccc3)C(=O)[C@@H]12	-3.6	-1.7	10.4	1.8	8.9	-3.3	0.7	24.4	-0.7
CCOC(=O)N1CCN(C(=O)CSCc2ccccc2)CC1	-0.7	-1.4	9.3	1.8	0.9	-8.6	5.2	-37.9	7.0
CCC/C(C#Cc1cc(OC)cc(OC)c1)=C1/c2ccccc2C(=O)N1c1ccccc1	-3.5	-3.0	-4.9	7.7	-2.5	-5.5	-3.0	23.8	-2.5
CCOc1ccc(N2C(=O)C3CC(C)=C(C)CC3C2=O)c([N+](=O)[O-])c1 (stereo unspecified)	1.1	-5.5	33.6	-9.4	-5.1	0.0	0.4	14.7	-1.0
CCOc1ccccc1NC(=O)c1ccc(C(=O)Nc2ccccc2OCC)nc1	0.4	-20.8	-9.4	-13.2	-3.5	-8.1	7.6	90.7*	1.4

This is a subset, so the mix of outcomes need not match the whole.
